CCHFV vOTU inh: blocks the CCHF virus ovarian tumor domain protease; CCHFV vOTU protease, Pep-AMC fluorescence; inhibition, % at 11.5 µM; 370,000 tested, 0.55% active; further: 0% = vehicle wells with enzyme and 100% = no enzyme wells
Mtb UGM inh: Mtb UDP-galactopyranose mutase inhibition | purified UGM, fluorescence polarization probe displacement | inhibition, % at 10 µM | 320,000 tested, 0.06% active; in the data active means inhibition above about 10%, passing the limit was not always enough; inconclusive means no clear call, values can overlap the other calls
Target sequence (P9WIQ1 whole entry, looked up): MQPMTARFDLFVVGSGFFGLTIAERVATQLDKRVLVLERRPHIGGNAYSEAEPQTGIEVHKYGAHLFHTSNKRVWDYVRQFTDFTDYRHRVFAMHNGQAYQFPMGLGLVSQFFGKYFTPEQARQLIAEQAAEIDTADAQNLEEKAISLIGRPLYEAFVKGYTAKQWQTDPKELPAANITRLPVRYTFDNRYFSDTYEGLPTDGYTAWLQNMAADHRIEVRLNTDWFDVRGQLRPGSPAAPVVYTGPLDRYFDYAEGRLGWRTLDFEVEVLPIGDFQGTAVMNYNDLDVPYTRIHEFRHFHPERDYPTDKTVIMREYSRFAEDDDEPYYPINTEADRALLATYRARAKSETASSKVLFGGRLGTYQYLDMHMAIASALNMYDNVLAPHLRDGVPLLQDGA
PrPC surface inh: reduces human prion protein on the cell surface. 370,000 tested, 0.43% active. inhibition, % at 13.8 µM. AID 720596. P04156. cell surface PrPC, TR-FRET read-out; in the data active means inhibition above about 24%; further: 0% = median of the test wells and 100% = reference compound wells
GDH-TPI counter: GDH-TPI coupled enzyme inhibition counter-screen | 360,000 tested, 1.2% active | inhibition, % at 4.8 µM | AID 588335 | GDH-TPI coupled enzyme counterscreen, NADH absorbance;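 further: 0% = DMSO wells and 100% = wells lacking the enzyme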
BoNT A protease: BoNT A light chain protease inhibition; 360,000 tested, 0.17% active; AID 588499; inhibition, % at 10 µM; multiplex microsphere protease substrate cleavage, flow cytometry; in the data active means inhibition above about 30%; inconclusive means no clear call, values can overlap the other calls; further: plate controls were buffer without enzyme for full effect and enzyme alone for no effect
Mtb BioA inh: BioA (M. tuberculosis) enzyme inhibition | inhibition, % at 9.99 µM | purified M. tuberculosis BioA enzyme, plate reader | 360,000 tested, 0.096% active; in the data active means inhibition above about 40%; inconclusive means no clear call, values can overlap the other calls
BoNT F protease: inhibitors of Botulinum neurotoxin F light chain protease. inhibition, % at 10 µM. AID 588497. 360,000 tested, 0.22% active. Multiplex microsphere protease cleavage assay, flow cytometry; in the data active means inhibition above about 35%, passing the limit was not always enough; inconclusive means no clear call, values can overlap the other calls; further: plate controls were buffer without enzyme for full effect and enzyme alone for no effect
FadD28 FP inh: inhibitors of Mycobacterium tuberculosis FadD28 bisubstrate binding; FadD28 bisubstrate probe binding, fluorescence polarization; 360,000 tested, 0.22% active; AID 588549; inhibition, % at 12.5 µM; in the data active means inhibition above about 8.5%, passing the limit was not always enough; inconclusive means no clear call, values can overlap the other calls
FBA Mtb inh: inhibitors of M. tuberculosis fructose-bisphosphate aldolase; inhibition, % at 1 µM; purified M. tuberculosis FBA, fluorescence read-out; 360,000 tested, 2.3% active; in the data active means inhibition above about 27%;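 further: 0% = vehicle and 100% = reference inhibitor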
Target sequence (P9WQA3 whole entry, looked up): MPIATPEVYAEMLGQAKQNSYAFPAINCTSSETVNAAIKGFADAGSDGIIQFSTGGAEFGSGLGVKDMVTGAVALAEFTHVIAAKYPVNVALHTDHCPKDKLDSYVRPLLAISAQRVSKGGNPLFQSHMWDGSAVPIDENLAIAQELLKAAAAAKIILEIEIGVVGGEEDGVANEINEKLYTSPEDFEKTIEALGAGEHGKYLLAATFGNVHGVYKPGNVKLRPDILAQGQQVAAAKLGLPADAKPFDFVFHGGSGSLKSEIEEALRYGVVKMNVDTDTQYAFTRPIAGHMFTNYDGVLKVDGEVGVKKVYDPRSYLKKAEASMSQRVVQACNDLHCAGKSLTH
Numbers without * were called inactive; ? = inconclusive; . = not tested or not shown. Unless noted, no stated cut-off is given here; in the data, active means inhibition above about 30%; inactive means the rest. Not a hit list (roughly 4.8% active in at least one column).

SMILES	CCHFV vOTU inh	Mtb UGM inh	PrPC surface inh	GDH-TPI counter	BoNT A protease	Mtb BioA inh	BoNT F protease	FadD28 FP inh	FBA Mtb inh
CC(=O)Nc1cc(NC(C)=O)cc(C(=O)N2CCCC3CCCCC32)c1 (configuration not stated)	7	1.2	0	-7	0.2	-0.1	-12	-1.7	-6
COc1cccc(C2c3[nH]c4ccccc4c3C[C@H]3C(=O)N(CCCOC(C)C)CC(=O)N23)c1 (some centres not stated)	-13	-1.9	-5	0	-2.5	-1.5	?	0.1	3
O=C(NC1CCCCC1)C(c1cccs1)N(C(=O)C(F)(F)F)c1ccccc1 (configuration not stated)	-11	-1.5	2	-9	0.4	0.0	0	-7.2	-4
CC(C)[C@H]1COCCS(=O)(=O)N1Cc1ccccc1-c1cccc(Cl)c1	24	.	9	7	-0.2	0.0	4	-1.1	2
O=C(O)CC/C(=N\NC(=O)CNC(=O)/C=C/c1ccccc1)c1ccccc1	-11	3.2	2	4	-1.0	-0.2	-2	-2.4	0
COc1ccc(C=O)cc1Cn1c(C)cc(C)c(C#N)c1=O	1	1.7	2	-1	-0.1	0.1	-4	0.0	7
CCOC1=C2[C@@H](CN(S(=O)(=O)c3ccc(C)cc3)[C@H]2c2ccccc2F)[C@H]2C(=O)N(c3ccccc3)C(=O)[C@H]2C1	-8	.	2	.	-0.6	-0.6	1	0.5	0
O=S(=O)(NCc1ccccc1)c1cccc2nonc12	-13	-0.2	-20	12	0.7	.	5	0.5	0
Cc1ccc2cc(C)c(SCC(=O)NCC3CCCO3)nc2c1 (configuration not stated)	4	2.9	4	16	3.7	.	17	-2.3	-3
CSc1ccc(C(=O)Nc2cc(S(=O)(=O)N3CCOCC3)ccc2N2CCOCC2)cc1[N+](=O)[O-]	15	.	5	7	-0.6	-0.9	-2	-1.3	1
Cc1cc(N2CCN(C/C=C/c3ccccc3)CC2)n2ncnc2n1	1	-1.8	-2	4	-0.6	-0.3	-4	-5.7	-2
O=C(Nc1ccc(Br)cc1)NC1CCCCCCC1	-3	0.4	6	13	1.2	-1.8	7	-3.0	-2
N=c1c2c(ncn1CCCO)Oc1ccc3ccccc3c1C2c1ccccc1 (configuration not stated)	-3	0.9	-3	9	.	4.0	.	-7.2	0
CC(C)(C)c1ccc(-n2ncc3c2CCCC3NC(=O)c2ccco2)cc1 (configuration not stated)	21	.	8	0	0.1	.	-4	0.1	-1
CNC(=O)c1[nH]cnc1C(=O)N[C@@H](CC(C)C)C(=O)OCc1ccccc1	3	-0.4	4	8	-0.3	1.2	-2	-1.6	1
O=C(NCCCN1C(=O)c2ccccc2C1=O)OCc1ccccc1	0	.	-8	2	-1.9	.	-11	-0.5	1
O=C1CC(=O)N(Cc2cccs2)C(=O)N1	7	-3.5	-3	2	0.8	-2.7	-23	-0.6	-6
CN(C(=O)CSc1ncccn1)C1CCS(=O)(=O)C1 (configuration not stated)	-10	-0.8	-1	4	0.0	-0.8	-6	0.2	1
O=C(CNC(=O)c1ccco1)N=Nc1c(O)[nH]c2ccc(Br)cc12	6	1.2	-17	24	-0.5	-2.6	-4	-2.2	-2
Cc1ccc(C)c(NC(=O)c2nnn(Cc3ccccc3C)c2N)c1	2	0.5	19	7	-0.9	.	-3	-2.3	-1
COc1ccc(C(c2nnnn2CCc2ccccc2)N2CCN(C3CCCC3)CC2)cc1 (configuration not stated)	9	-0.7	-5	1	1.5	2.1	10	-1.7	4
CCC(CCC(=O)Nc1cccc([N+](=O)[O-])c1)C(=O)O (configuration not stated)	-16	0.7	-6	5	-1.1	-1.0	-2	-0.1	0
Cn1c(=O)c2c(nc(CN3CCN(c4ccccc4F)CC3)n2CCCc2ccccc2)n(C)c1=O	-5	2.7	0	3	-0.8	3.3	9	-1.0	-1
O=C(CSCc1ccc(F)cc1)NCc1ccco1	3	1.3	2	7	?	.	4	-1.2	2
Cc1ccc(NC2=NC(c3ccc(F)cc3)n3c(nc(C)cc3=O)N2)c(C)c1 (configuration not stated)	-14	-0.1	0	16	-6.7	-0.4	?	-1.0	-2
CCNC(=S)NS(=O)(=O)c1ccccc1	-5	2.0	-2	-4	-0.6	.	3	-3.7	3
CCn1c2c(c(=N)c3ccccc31)CCC2	-7	0.9	-5	10	?	.	?	-2.3	5
Cc1ccc2cc(CN(Cc3ccco3)C(=S)NCC3CCCO3)c(=O)[nH]c2c1C (configuration not stated)	1	4.0	6	9	0.9	-0.8	8	-5.5	5
CC1(C(=O)O)CCCN(C(=O)c2ccc(OC(F)F)cc2)C1 (configuration not stated)	0	.	5	4	0.1	-1.8	-2	0.2	1
CC(C)C(=O)Nc1ccc(NC(=O)c2ccc(COc3ccccc3)cc2)cc1	4	0.4	-1	7	2.1	0.1	?	-2.1	0
N#C/C(=C\c1ccc[nH]1)S(=O)(=O)c1ccccc1	.	-1.3	.	19	-1.9	1.1	-5	-1.9	-1
O=C1CC(Cc2ccccc2)C(=O)N1c1ccccn1 (configuration not stated)	-2	2.1	-5	3	0.0	.	?	-1.2	1
Cc1nc(NC(=O)CC(C)C)sc1-c1csc(Nc2ccc(Cl)cc2)n1	6	0.7	7	4	-1.2	-0.1	-14	-1.3	4
COc1ccccc1NC(=O)C(C)OC(=O)c1nc2nc(C)cc(C)n2n1 (configuration not stated)	5	.	7	5	-2.1	-0.4	-16	-3.2	-4
COc1ccc(OC(C)C(=O)N2CCC(C)CC2)cc1 (configuration not stated)	15	-0.4	3	1	3.2	-0.8	9	-1.5	2
O=C(Cn1c(=O)[nH]c2ccccc2c1=O)Nc1cccnc1	5	-3.2	-1	1	-0.7	8.8	-7	-1.8	-1
O=c1cc(SCc2ccc(Cl)cc2Cl)nc[nH]1	-3	.	1	11	-0.3	-1.4	-5	-0.3	0
Cc1oc(C(C)(C)C)c(CN2CCCC2)c1C(=O)O	-6	-1.0	-4	3	-0.2	-1.5	-8	-0.1	-5
O=C(CN1CCOCC1)Nc1ncc(Cc2cccc(Cl)c2)s1	-10	-2.9	1	9	0.3	-1.2	2	-3.1	2
COc1ccc(S(=O)(=O)N(C)C[C@H]2Oc3c(NC(=O)Nc4c(C)noc4C)cccc3C(=O)N([C@@H](C)CO)C[C@H]2C)cc1	1	0.3	-3	-5	-0.2	-0.2	-10	-4.8	1
O=C(CCN1C(=O)C2C3C=CC(C4CC34)C2C1=O)Oc1ccccc1 (configuration not stated)	-8	-2.2	-6	-2	-0.1	.	4	-4.3	-1
S=c1nc(C2CCCCC2)[nH][nH]1	.	-0.5	.	10	-3.2	-0.4	-6	-1.9	-3
CCC1CCc2sc(C(=O)O)cc2C1 (configuration not stated)	7	-1.2	7	11	-0.6	1.8	0	0.1	2
O=C(NNC(=O)c1ccc(Br)o1)c1ccc(NS(=O)(=O)c2cccs2)cc1	10	.	-4	10	-0.1	0.6	-6	-1.3	0
O=C(CNC(=S)N(Cc1ccccc1Cl)C1CCCC1)NCCCN1CCOCC1	13	0.2	0	3	-2.0	.	-6	0.9	0
COCC(C)n1c(C)cc(C(=O)COC(=O)CN=C2NS(=O)(=O)c3ccccc32)c1C (configuration not stated)	4	-0.6	10	4	-1.0	-0.9	-5	-2.2	3
COC(=O)c1c(NC(=O)Cn2cnc([N+](=O)[O-])n2)sc2c1CCC(C)C2 (configuration not stated)	-15	1.0	0	0	-0.7	-0.4	-2	-2.2	-2
CCOC(=O)Cn1c(C(=O)OCC)cc2sccc21	27	0.5	0	-11	-0.2	1.5	-1	-0.3	2
CC(C)[C@H](CO)NC(=O)[C@H]1O[C@@H](n2ccc(N)nc2=O)[C@H](O)[C@@H]1O	7	.	2	.	-0.2	-0.2	-3	0.0	-3
Cc1ccc(NC(=O)COC(=O)CSC(=S)N2CCOCC2)cc1	-5	1.9	4	-5	-1.2	0.1	-6	-2.0	1

Next section; it opens with the 2 that closed the last part.
SMILES	CCHFV vOTU inh	Mtb UGM inh	PrPC surface inh	GDH-TPI counter	BoNT A protease	Mtb BioA inh	BoNT F protease	FadD28 FP inh	FBA Mtb inh
CC(C)[C@H](CO)NC(=O)[C@H]1O[C@@H](n2ccc(N)nc2=O)[C@H](O)[C@@H]1O	7	.	2	.	-0.2	-0.2	-3	0.0	-3
Cc1ccc(NC(=O)COC(=O)CSC(=S)N2CCOCC2)cc1	-5	1.9	4	-5	-1.2	0.1	-6	-2.0	1
CC(=O)Nc1ccc(N=Nc2c(C)[nH]n(C(N)=S)c2=O)cc1	2	-1.3	-25	14	-0.3	.	-6	-0.9	-16
Cc1ccccc1S(=O)(=O)Cc1ccc(C(=O)N2CCN(c3cccc(C)c3C)CC2)o1	3	1.0	18	3	-0.1	-1.6	1	-1.3	0
Cc1cc(C)nc(N(C#N)CCOc2ccc(Cl)cc2)n1	17	4.4	-6	4	0.2	1.7	-2	0.7	-1
CCOC(=O)C1C(=O)CC(C)(O)C(C(=O)OCC)C1/C=C/c1ccccc1 (configuration not stated)	17	.	-4	-3	-0.3	-3.0	-11	-3.6	-7
O=C(C[n+]1cc(-c2ccccc2)n2c1CCC2)Nc1nc(-c2ccc(F)cc2)cs1	8	1.3	-8	1	3.0	.	-3	-8.9	2
CCOC(=O)CSC1=C(C#N)C(c2ccc(C)cc2)C2=C(CCCC2=O)N1 (configuration not stated)	10	0.6	1	7	0.5	2.0	-7	0.4	0
Cc1cccc(C)c1NS(=O)(=O)c1cc2c3c(c1)CCN3C(=O)CC2	-4	-0.7	0	6	-2.0	-0.6	9	0.0	0
O=C(NCCc1ccccc1)c1cccc(N2CCCC2=O)c1	.	-1.8	.	-2	-0.5	6.1	-2	-2.0	3
O=C(O)CCCC(=O)N1CCOCCOCCOCCOCC1	5	2.3	0	5	-2.8	-1.0	6	0.7	-1
Cc1ccccc1OCC(=O)NCCc1nc2ccccc2[nH]1	8	1.5	8	-4	-0.5	0.1	-6	-2.3	-2

One compound at a time, from the list above:
Listed for Cc1ccccc1OCC(=O)NCCc1nc2ccccc2[nH]1 → CCHFV vOTU inh: 8; Mtb UGM inh: 1.5; PrPC surface inh: 8; GDH-TPI counter: -4; BoNT A protease: -0.5; Mtb BioA inh: 0.1; BoNT F protease: -6; FadD28 FP inh: -2.3; FBA Mtb inh: -2
Listed for O=C(C[n+]1cc(-c2ccccc2)n2c1CCC2)Nc1nc(-c2ccc(F)cc2)cs1 → CCHFV vOTU inh: 8; Mtb UGM inh: 1.3; PrPC surface inh: -8; GDH-TPI counter: 1; BoNT A protease: 3.0; Mtb BioA inh: .; BoNT F protease: -3; FadD28 FP inh: -8.9; FBA Mtb inh: 2

Continuation:
SMILES	CCHFV vOTU inh	Mtb UGM inh	PrPC surface inh	GDH-TPI counter	BoNT A protease	Mtb BioA inh	BoNT F protease	FadD28 FP inh	FBA Mtb inh
O=C(O)C1CCCCC1C(=O)NCCc1ccc(F)cc1 (configuration not stated)	6	-0.1	0	-3	-1.0	.	-2	.	0
Cc1nc2ccc(Cl)cc2c(-c2ccccc2F)c1CC(=O)O	7	6.4	-1	7	-0.5	.	-8	-0.3	0
O=C(NCC1CCOCC1)c1ccc(-c2ccc(F)c(F)c2)c2ccoc12	-2	.	8	-7	-0.1	1.7	-5	-4.5	6
Cc1ccccc1COCCN1CCN(S(=O)(=O)c2ccccc2)CCC1=O	-3	2.3	10	6	0.1	-5.1	-4	-2.0	-1
COCCCNC(=O)Cn1ncc2ccsc2c1=O	-5	1.1	3	9	-0.5	1.0	3	-1.6	1
COc1cc(CNC(=O)c2cc(-c3ccc(F)cc3C)n[nH]2)cc(OC)c1	8	.	-10	1	-0.3	0.0	2	-12	-2
Cc1ccc(N(CC(=O)Nc2ccc(C)cc2C)S(=O)(=O)N2CCCC2)cc1	9	1.9	8	10	-1.2	-0.6	-7	-1.5	2
CCN(C(=O)Cc1ccc(NC2=NC3CS(=O)(=O)CC3S2)cc1)c1ccccc1 (configuration not stated)	11	-1.4	1	-4	0.3	0.1	-7	-2.9	-2
COC(=O)C(CC(=O)CNC(=O)c1ccccc1)NC(=O)c1ccccc1 (configuration not stated)	3	.	-7	3	0.1	-0.2	-4	-1.3	-1
O=C(C[n+]1ccc(C(=O)N/N=C/c2ccc(O)cc2)cc1)c1ccccc1	5	2.3	0	8	1.1	2.1	-26	-5.6	-11

Source: PubChem BioAssay (several laboratories)
